Runt-SMMHC FRET – Runt domain-CBFb-SMMHC interaction inhibition; Cerulean-Runt/Venus-CBFb-SMMHC FRET ratio 530/480, 1 h; Q01196+Q13951; inhibition, % at 20 µM; AID 1434; actives 0.74% (n = 220,000);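 active = mean inhibition across duplicate retests at 20 µM reaching about 50%, limit read from the data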;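 note: 0% = DMSO wells and 100% = wells with excess untagged CBFb-SMMHC; inhibitors lower the FRET ratio by blocking Runt binding to CBFb-SMMHC; some results filed as inactive read as strong as hits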
p97 inhibitor – blocks human p97 ATPase activity. P55072. recombinant p97 ATPase, Kinase-Glo ATP luminescence, 3 h. inhibition, % at 8 µM. actives 0.42% (n = 220,000); in the data active = inhibition above about 15%;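 note: 0% = DMSO vehicle and 100% = wells lacking enzyme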
MDM2 E3 inh – Mdm2 E3 ligase (human) inhibition; Q00987; cell-based MDM2 ubiquitination luciferase reporter, 2 h; 0 = plate control, 100 = twice control, blank-subtracted; signal enhancement, % at 5 µM; actives 0.11% (n = 210,000);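 active = signal enhancement of 30% or more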;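 note: luminescence tracks abundance of the self-degrading MDM2-luciferase fusion protein; higher signal means inhibition of MDM2 E3 ligase activity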
Target sequence (Q00987 whole entry, looked up, the tested form may be a part): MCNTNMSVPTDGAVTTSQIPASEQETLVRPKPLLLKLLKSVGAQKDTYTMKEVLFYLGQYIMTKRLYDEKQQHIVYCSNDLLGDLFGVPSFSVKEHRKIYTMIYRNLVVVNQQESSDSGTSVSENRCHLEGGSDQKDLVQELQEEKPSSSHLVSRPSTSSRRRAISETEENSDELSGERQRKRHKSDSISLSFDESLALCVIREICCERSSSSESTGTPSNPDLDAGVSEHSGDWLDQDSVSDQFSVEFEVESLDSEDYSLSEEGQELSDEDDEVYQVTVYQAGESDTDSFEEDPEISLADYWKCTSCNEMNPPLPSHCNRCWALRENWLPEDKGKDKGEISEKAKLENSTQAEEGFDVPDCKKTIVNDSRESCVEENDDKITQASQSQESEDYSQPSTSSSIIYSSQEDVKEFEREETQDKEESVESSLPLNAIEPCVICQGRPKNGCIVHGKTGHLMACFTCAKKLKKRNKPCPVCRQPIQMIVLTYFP
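Timing – 2 h compound exposure at 37 °C · Assay system – mammalian cells stably expressing self-ubiquitinating, self-degrading MDM2 E3–luciferase fusion · Amount – 2000 cells seeded into each well · Measure – % luminescence enhancement versus blank-corrected plate control mean · Measured by – SteadyLite luminescence, 15 min reagent step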
Hck-Nef inh – inhibitors of human Hck kinase activated by Nef; P08631; actives 0.68% (n = 220,000); AID 463187; Recombinant Hck-YEEI plus Nef, Z-Lyte FRET kinase assay; inhibition, % at 20 µM;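 active = Hck-Nef kinase inhibition above about 50%, limit read from the data; inactive = inhibition below that limit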;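 note: 0% = DMSO with Hck plus Nef and 100% = Hck alone without Nef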
NPY-Y2 PAM-ag – potentiates or activates human NPY-Y2 receptor; P49146; cells expressing NPY-Y2, potentiator/agonist read-out; activation, % at 3.6 µM; actives 0.45% (n = 220,000); AID 1359; in the data active = activation above about 27%;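 note: cells stimulated with NPY near EC25 plus isoproterenol at EC100; 0% = vehicle plus submaximal agonist and 100% = vehicle plus saturating agonist; some results beyond the cut were filed as inactive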
RBBP9 inhibitor – human RBBP9 hydrolase inhibition; O75884; recombinant RBBP9, FP-Rh probe fluorescence polarization; inhibition, % at 7.94 µM; actives 0.2% (n = 220,000); AID 1515;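 active = inhibition above the campaign mean of all tested compounds plus 3 SD, cut at about 14% in these data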;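 note: plate controls were DMSO wells with RBBP9 for no effect and wells lacking RBBP9 protein for full effect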
Target sequence (O75884 whole entry, looked up): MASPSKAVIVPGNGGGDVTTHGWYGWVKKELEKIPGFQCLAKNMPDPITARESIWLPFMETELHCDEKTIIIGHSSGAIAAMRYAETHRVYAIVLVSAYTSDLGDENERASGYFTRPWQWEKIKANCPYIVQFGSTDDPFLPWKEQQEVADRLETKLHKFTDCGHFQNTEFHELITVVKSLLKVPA
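Measured by: FP readout at 525/598 nm; material: recombinant human RBBP9; also added: Serine-hydrolase probe FP-Rh, 375 nM pre-mixing; medium: Tris buffer pH 8.0, NaCl, Pluronic; replication: one well per compound; doses: one concentration, 7.94 µM nominal, 0.794% DMSO; timing: preincubation 30 min plus labeling 45 min at 25 °C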
NPY-Y1 PAM-ag – human NPY-Y1 potentiation or agonism, primary screen. P25929. NPY-Y1 expressing cells, potentiator/agonist activation. activation, % at 3.6 µM. actives 0.37% (n = 220,000); in the data active = activation above about 33%, passing the limit was not always enough;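 note: cells stimulated with NPY at EC10 then isoproterenol at EC100; 0% = low agonist plus stimulus and 100% = saturating agonist plus stimulus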
Target sequence (P25929 whole entry, looked up): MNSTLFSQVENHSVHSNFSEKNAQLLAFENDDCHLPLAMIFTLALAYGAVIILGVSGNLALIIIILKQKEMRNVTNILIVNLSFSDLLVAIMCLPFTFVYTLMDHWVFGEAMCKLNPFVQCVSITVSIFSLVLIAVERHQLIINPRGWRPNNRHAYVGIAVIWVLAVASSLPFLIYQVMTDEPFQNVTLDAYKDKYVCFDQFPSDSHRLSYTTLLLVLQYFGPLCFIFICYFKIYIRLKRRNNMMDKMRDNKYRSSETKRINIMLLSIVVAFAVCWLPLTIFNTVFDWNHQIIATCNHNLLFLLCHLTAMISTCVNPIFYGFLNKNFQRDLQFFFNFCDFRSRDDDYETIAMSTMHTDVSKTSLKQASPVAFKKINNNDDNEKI
Runt-CBFb FRET – blocks binding of human RUNX1 Runt domain to CBFb; Q01196+Q13951; Cerulean-Runt/Venus-CBFb FRET ratio 530/480, 1 h; inhibition, % at 20 µM; actives 0.46% (n = 220,000);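 active = inhibition over about 50% at 20 µM in the single-dose screen, limit read from the data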;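 note: 0% = DMSO wells and 100% = excess unlabeled CBFb competitor control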
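Assay system: Cerulean-tagged RUNX1 Runt domain (FRET donor) fusion protein / Amount: 100 nM each of Venus-CBFb and Cerulean-Runt domain / Medium: Tris buffer pH 7.5 with salts and BSA / Also added: Venus-CBFb 100 nM / Schedule: 1 h complex formation plus 1 h compound treatment, room temperature / Signal: FRET fluorescence / Read-out: loss of energy transfer signal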
NPY Y1 blocker – NPY-Y1 (human) receptor antagonism; P25929; HEK293-CNG Y1 cells, membrane potential fluorescence; NPY at EC95, then isoproterenol; inhibition, % at 3.6 µM; actives 1% (n = 200,000); AID 1040;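 active = inhibition above the campaign mean inhibition of all tested compounds plus 3 SD, cut at about 20% in these data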;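 note: 0% = DMSO wells given NPY plus isoproterenol and 100% = isoproterenol alone without NPY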
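System: HEK293 cells with Y1 receptor plus CNG channel / Probe or stimulus: NPY 25 nM then isoproterenol 1 µM plus Ro 20-1724 25 µM / Compound: one concentration, 3.6 µM, in 0.4% DMSO / Schedule: compound incubation 1 h at room temperature, readout 45 min post-stimulation / Measured by: membrane potential fluorescence / Read-out: % inhibition of NPY effect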
Starred values were filed as active, the others as inactive; / = no result given.

| mol | Runt-SMMHC FRET | p97 inhibitor | MDM2 E3 inh | Hck-Nef inh | NPY-Y2 PAM-ag | RBBP9 inhibitor | NPY-Y1 PAM-ag | Runt-CBFb FRET | NPY Y1 blocker |
| --- | --- | --- | --- | --- | --- | --- | --- | --- | --- |
| Cc1nn(-c2cccc(C(F)(F)F)c2)c(Cl)c1/C=N/Nc1cccc(C(=O)O)c1 | 3 | 3 | -2 | 13 | 6 | 1 | -3 | -6 | 3 |
| Cc1cccn2cc(CSc3nnc(Nc4ccc(C(C)C)cc4)s3)nc12 | 1 | 6 | -13 | -1 | -6 | -4 | 2 | -4 | 2 |
| Cc1cc(Nc2ccccc2)n(C(=O)c2ccccc2)n1 | -2 | 0 | -11 | -1 | 2 | -2 | 12 | -1 | 12 |
| O=C(CSc1nnc(-c2cccnc2)s1)Nc1ccnc2ccccc12 | 1 | 2 | -27 | 2 | 23 | 0 | -7 | 1 | 2 |
| CC(=O)Nc1ccccc1-c1nnc(SCc2ccccc2Cl)[nH]c1=O | 1 | 1 | -6 | -2 | -13 | 0 | -21 | 1 | 11 |
| O=C(O)CCCSc1nccn1-c1ccccc1 | 0 | 0 | -5 | 17 | -2 | -11 | 1 | -2 | 6 |
| CCCCNC(=O)COC(=O)c1ccc(F)cc1Cl | -5 | 0 | -4 | 2 | 3 | 2 | 6 | -2 | 2 |
| CSCCC(NS(=O)(=O)c1ccc(Cl)cc1)C(=O)OCC(=O)N1CCCc2ccccc21 (stereo unspecified) | -4 | -1 | -12 | 1 | -2 | -7 | 4 | 0 | -5 |
| CN1CCN(C2=Nc3c(Cl)cc(Cl)c4cccc2c34)CC1 | -61 | -9 | -15 | 18 | 1 | -4 | -11 | -26 | -4 |
| CS(=O)(=O)N(CC(=O)NCc1ccccn1)c1ccc2c(c1)OCCO2 | 2 | 3 | -22 | -1 | 15 | 2 | -2 | 1 | 4 |
| COC(=O)C1=C(C)Nc2c(c(=O)n(C)c(=O)n2C)C1c1ccc(C)cc1 (stereo unspecified) | 3 | 3 | -14 | 19 | 8 | -3 | 9 | 1 | 5 |
| CCC(C)[C@H]1CNC(=S)N1CCc1cccc2ccccc12 (stereo partly specified) | 1 | / | -2 | 24 | / | / | / | 1 | / |
| COC(=O)c1cc2c(ccn2-c2ccc(F)cc2)n1Cc1ccc(C#N)cc1 | 1 | 3 | 0 | 6 | 1 | 3 | 0 | 2 | 1 |
| COc1cccc(NC(=O)Cn2c(CCC(=O)O)ccc2-c2ccccc2)c1 | -1 | 5 | 4 | 24 | -4 | -8 | 15 | -1 | 5 |
| O=C(NCC1COc2ccccc2O1)C1C2C=CC3(CN(Cc4cccs4)C(=O)C13)O2 (stereo unspecified) | 4 | 5 | 7 | -1 | -17 | -6 | -4 | / | 1 |
| Cc1cccc(-c2csc(N)c2C(=O)OC(C)C)c1 | 9 | -2 | -10 | 1 | 12 | -7 | 2 | 0 | -2 |
| O=C(COc1ccc(Cl)cc1Cl)N(Cc1ccco1)C1CCS(=O)(=O)C1 (stereo unspecified) | 2 | -1 | 6 | -3 | -3 | -10 | 9 | 1 | 4 |
| Cc1ccc(S(=O)(=O)NCC(=O)N/N=C/c2ccc(Cl)cc2)cc1 | -8 | -2 | 8 | 4 | -2 | -2 | -9 | 0 | 2 |
| COc1cccc(NC(=O)NC(C)C2CC3CCC2C3)c1 (stereo unspecified) | 2 | -3 | -12 | -10 | -16 | -4 | -9 | -1 | 24* |
| COc1ccc(-c2ccc(/C=C3\C(=O)N(c4ccccc4)N=C3c3ccccc3)o2)c([N+](=O)[O-])c1 | -8 | -3 | -14 | 1 | 0 | -6 | 2 | -4 | 1 |
| Cc1ccc(NC(=S)NN2CCN(C)CC2)cc1 | -41 | 4 | 10 | 3 | -6 | 3 | -3 | 1 | 1 |
| COc1ccc(C(=O)NC(=S)N2CCC(C)CC2)cc1 | -3 | -2 | -3 | -1 | 2 | 3 | -11 | 1 | 0 |
| COC(=O)C1=C(C)Nc2nnnn2C1c1ccc(Cl)cc1Cl (stereo unspecified) | 1 | 2 | -3 | 1 | 19 | -9 | 19 | -1 | 0 |
| CCCC(=O)NC(NC(=S)Nc1ccc(N=Nc2ccccc2)cc1)C(Cl)(Cl)Cl (stereo unspecified) | -1 | 8 | -8 | 3 | 1 | -2 | 4 | 2 | -6 |
| Cc1cccc(N2CN(Cc3ccco3)CNC2=S)c1C | 1 | 4 | -7 | 1 | -2 | -3 | -4 | -2 | -1 |
| COc1ccc(CCNc2c3ccccc3nc3ccccc23)cc1OC | 134* | 7 | 1 | 56* | -6 | -1 | 1 | 110* | / |
| Oc1cccc(/C=N/c2c(-c3ccco3)nc3ccccn23)c1 | -46 | 6 | -14 | 2 | 11 | 6 | 3 | -9 | 2 |
| O=C(COC(=O)CCc1ccc(S(=O)(=O)N2CCOCC2)cc1)NC1CCCCCC1 | -1 | 0 | 2 | -3 | 5 | 0 | -2 | -1 | -2 |
| COc1ccc(/C=N/NC(=O)c2ccncc2)cc1CN1CCOCC1 | -2 | 3 | / | 26 | -7 | -1 | 29 | -2 | / |
| COc1cc(C(=O)O)cc(OC)c1OCc1cc(C(=O)O)oc1C | 6 | 3 | 3 | 2 | -7 | -10 | 1 | -44 | -11 |

(listing goes on)
| mol | Runt-SMMHC FRET | p97 inhibitor | MDM2 E3 inh | Hck-Nef inh | NPY-Y2 PAM-ag | RBBP9 inhibitor | NPY-Y1 PAM-ag | Runt-CBFb FRET | NPY Y1 blocker |
| --- | --- | --- | --- | --- | --- | --- | --- | --- | --- |
| O=C(CSc1nnnn1-c1ccccc1)Nc1ncc(Cc2cccc(Cl)c2Cl)s1 | 3 | 8 | 3 | 4 | 5 | 3 | -3 | -1 | 1 |
| O=C1N/C(=C/c2cccn2-c2ccccc2)C(=O)N1Cc1ccc(F)cc1 | 4 | -5 | -4 | 0 | -4 | -9 | 7 | 12 | -1 |
| Cn1c(SCC(=O)NC2CCCCCC2)nnc1-c1cccs1 | 0 | -2 | -3 | 2 | -5 | -5 | -5 | 0 | 4 |
| O=C(NCCc1ccccc1)c1n[nH]c(=O)c2ccccc12 | 0 | 7 | -8 | 14 | -9 | -7 | -12 | -1 | 0 |
| COc1ccc(-c2nc(NC(=O)c3cc(C(C)(C)C)nn3C)sc2C)cc1 | -7 | -4 | 1 | -1 | -15 | -12 | -33 | 5 | 13 |
| COc1ccc(NC(=O)CCCN2C(=O)/C(=C\c3ccco3)SC2=S)cc1 | -6 | 8 | / | 4 | -14 | -2 | -9 | 9 | 18 |
| COc1ccc(-c2nncnn2)cc1 | -3 | 3 | / | 1 | 3 | -3 | 2 | 2 | 8 |
| COc1ccccc1Sc1nc(-c2ccccc2)ncc1OC | 1 | -8 | -9 | 11 | -5 | -8 | -5 | -1 | 0 |
| CC(=O)c1c(C)[nH]c(C(=O)OCC(=O)C(C)(C)C)c1C | 1 | -5 | -18 | 0 | -2 | -7 | 7 | -2 | -3 |
| O=C(NCc1ccco1)C(c1cccs1)N(Cc1ccccc1)C(=O)Cn1nnc2ccccc21 (stereo unspecified) | 0 | 2 | 3 | -2 | 5 | -10 | -18 | 0 | 8 |
| CCOC(=O)CNc1ncc([N+](=O)[O-])cc1C#N | -1 | 0 | -6 | 0 | 3 | -2 | -19 | 2 | 0 |
| CCOc1cc(C=O)ccc1OCCSc1ccc(C)cc1 | -10 | -3 | -13 | 0 | 2 | 2 | -10 | -1 | 4 |
| COc1ccccc1C1C=C(c2ccccc2)Nc2nnnn21 (stereo unspecified) | -1 | -3 | -1 | -21 | -3 | -1 | 8 | -1 | 1 |
| Cc1ccc(S(=O)(=O)CC(=O)c2ccc3c(c2)OCCO3)cc1 | 3 | 0 | -20 | -9 | -10 | -11 | -29 | -1 | / |
| Cc1cc2cc3c(cc2nc1SCC(=O)OC(C)C)OCCO3 | 0 | -3 | -6 | 8 | -10 | -5 | 10 | -2 | 6 |
| O=[N+]([O-])c1cccc(NC(=S)N2CCOCC2)c1 | -1 | -2 | -10 | -17 | -17 | 0 | -4 | 2 | 1 |
| CC(=O)c1c(C)[nH]c(C)c1C(C)=O | 1 | 2 | -15 | 2 | 6 | 8 | -8 | -3 | -4 |
| O=C(CNc1cccc(C(F)(F)F)c1)N/N=C/c1cn(-c2ccccc2)nc1-c1ccccc1 | 5 | 3 | 9 | 4 | -11 | 0 | 10 | 1 | 0 |
| COc1ccc(CN(Cc2ccc(C(=O)O)cc2)C(=S)Nc2ccccc2C)cc1OC | -1 | 9 | -14 | 28 | -7 | 8 | 7 | 2 | 8 |
| COc1cc(/C=C/C(=O)OCC(=O)NCc2ccco2)cc(OC)c1OC | 3 | 1 | 4 | 4 | 12 | -3 | 0 | -1 | 0 |
| CCCCN(CCCC)C(=O)C1CC=CCC1C(=O)O (stereo unspecified) | / | 8 | 14 | 19 | 3 | 5 | 6 | / | -4 |
| N#Cc1c(NC(=O)CSc2nc(N)cc(=O)[nH]2)sc2c1CCCCCC2 | 0 | 0 | -15 | -1 | 1 | -8 | -25 | -6 | 2 |
| CCOC(=O)CC1(C)NC(=O)c2c(C)sc(C(=O)OCC)c2N1 (stereo unspecified) | -3 | 1 | -11 | -1 | 8 | -4 | 3 | 0 | 0 |
| NC(=O)C1CCN(c2oc(-c3ccccc3F)nc2S(=O)(=O)c2ccc(Cl)cc2)CC1 | -4 | 2 | -13 | 6 | 17 | -6 | -15 | -6 | -5 |
| O=C(CCc1ccccc1)NC(=S)Nc1cc(C(F)(F)F)ccc1N1CCOCC1 | -2 | -7 | -9 | 1 | -5 | -15 | -19 | 1 | 6 |
| CCOC(=O)Cn1c(=O)c2c(nc(N3CCCCC3)n2C)n(C)c1=O | 1 | 3 | -4 | -3 | 13 | -6 | 12 | 0 | 7 |
| CCc1c(C)nc2c(C)cccc2c1SCCC#N | 3 | -5 | -3 | 24 | -10 | -6 | -6 | 0 | 7 |
| COc1cccc2c1NC(C(=O)O)C1CC=CC21 (stereo unspecified) | / | 7 | -5 | 16 | -2 | -3 | -16 | 19 | 7 |
| Cc1ccc(NC(=O)CN(C)CC(=O)Nc2ccccc2C#N)cc1 | -4 | 0 | -14 | 3 | -7 | -7 | 6 | -1 | -2 |
| CO/N=C/c1c(-c2ccccc2)nn(C)c1Cl | -1 | 4 | -8 | 26 | 9 | 0 | -11 | -1 | 4 |
